ERK EGF inh – EGF-driven ERK pathway inhibition; HEK293-V1b, EGF-stimulated phospho-ERK AlphaScreen; Potency, µM (highest dose often 11.5 µM), inactives show at the highest dose activity change, negative = inhibition, actives largely listed as inhibitors; actives 0.41% (n = 130,000); active means well fitted inhibition curve with a large enough effect; inconclusive means small, poorly fitted or top-dose-only effect, or effect the other way;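 further: plate controls were stimulated vehicle wells for no effect and unstimulated vehicle basal for full effect; nearly all actives have a fitted effect of over 55% in size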
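Cell line HEK293 (stable V1b), low serum overnight. Pretreatment: compound 30 min, 37C. EGF 25 nM, 5 min. Detection: SureFire AlphaScreen, 5 h RT. AC50 via standard Hill equation.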
The depositor's hits bear a star; u = inconclusive; [ ] = remark or other dose. Potency means the concentration at half of the fitted maximal effect. Not all compounds are listed. The share of hits here may be higher or lower than overall.

Structure | ERK EGF inh
C=CCn1c(SCC(=O)c2cccs2)nc2sc(C)c(C)c2c1=O | 5.5%
CSc1ccccc1NC(=O)Cn1nnc(-c2ccc(S(C)(=O)=O)cc2)n1 | 3.9%
Cn1cccc1C(C#N)c1cccc(F)c1C#N (stereo not drawn) | 1.8%
Cc1nnc(SCc2ccccn2)n(N)c1=O | 3.0%
O=[N+]([O-])c1cc(Cl)ccc1N1CCCCC1 | u
Cc1cc(=O)n(C)c(=O)n1CCCCCCN1CCCC1 | -6.4%
Cc1cc(C)c(OCC(=O)Nc2cc(C(=O)O)cc(C(=O)O)c2)cc1C | 9.4%
Cc1cccc(CC2CC(=O)N(c3nc4ccccc4s3)C2=O)c1 (stereo not drawn) | -3.4%
CCOC(=O)C1=NOC2C(=O)N(c3ccc(Cl)cc3Cl)C(=O)C12 (stereo not drawn) | 7.7%
O=C(CCC(=O)N(c1cccc(F)c1)C(C(=O)NC1CCCC1)c1ccncc1)Nc1cccnc1 (stereo not drawn) | 4.3%
CCN(C)Cc1c(C(=O)N2CCc3ccccc3C2)nc2ccc(Cl)cn12 | -2.5%
Cn1cc(Br)c(C(=O)Nc2c(F)c(F)c(F)c(F)c2F)n1 | 1.5%
O=C(NCCCCCCOC1=NS(=O)(=O)c2ccccc21)C(=O)Nc1ccccc1 | 8.0%
Cc1nn(C)c(C)c1NC(=O)c1ccccc1NC(=O)Nc1ccccc1 | 13.9%[57.5 µM]
CCC(=O)Nc1cccc(-n2nnnc2SCC(=O)c2ccc(C)c(C)c2)c1 | 1.4%

Another view of part of the listing above.
ERK EGF inh | molecule
-2.5% | CCN(C)Cc1c(C(=O)N2CCc3ccccc3C2)nc2ccc(Cl)cn12
1.5% | Cn1cc(Br)c(C(=O)Nc2c(F)c(F)c(F)c(F)c2F)n1
8.0% | O=C(NCCCCCCOC1=NS(=O)(=O)c2ccccc21)C(=O)Nc1ccccc1

Further structures:
Structure | ERK EGF inh
O=C(COc1ccccc1C(=O)NCc1ccccn1)Nc1ccc(Br)cc1 | -8.7%
CC1=CC(C2CC(=O)N(c3ccccc3C)C2=O)CC2C(=O)N(c3ccccc3C)C(=O)C12 (stereo not drawn) | 26.4%
COc1ccc(CNC(=S)NCc2ccc(OC(C)C)cc2)cc1 | 3.8%
O=C(Nc1nnc(C2CC2)s1)C1CC(=O)N(c2ccc3c(c2)OCCO3)C1 (stereo not drawn) | -6.8%
O=C(CCC1CCCN(C(=O)Cn2cnnn2)C1)NCc1ccc(F)c(F)c1 (stereo not drawn) | -7.4%
Cc1nc2ccc(NC(=O)c3ccc(N4C(=O)CCC4=O)cc3)cc2s1 | 6.1%
Cc1nc(N2CCOCC2)c2c3c(sc2n1)CCC3 | -1.4%
Cc1cc(-c2nnnn2-c2ccc(F)cc2)no1 | -5.8%[57.5 µM]
Clc1ccc(CN2CCN(c3ccccc3)CC2)cn1 | 11.3%
O=C(COC(=O)/C=C/c1ccc(Cl)cc1)Nc1ccccc1 | 8.4%
CCCS(=O)(=O)C/C(N)=N/OC(=O)c1ccc(Cl)cc1 | -2.5%[57.5 µM]
CC(C)Oc1ccc(C(=O)Nc2ccc(N3CCCCC3)cc2)cc1 | -2.6%
Cc1ccc2sc(N(CCCN(C)C)C(=O)c3ccc(Br)s3)nc2c1C | -0.2%
COc1ccc(C(=O)C2CCCN(Cc3ccc(C#CCCO)cc3)C2)c(OC)c1 (stereo not drawn) | 0.5%
CCCCN1C(=O)/C(=C/C=C2/CC(C)(C)CN2C)SC1=S | u

(listing goes on)
Structure | ERK EGF inh
COc1ccc(C2CC2C(C)=O)cc1 (stereo not drawn) | 2.5%
CNC(=O)c1c(NC(=O)c2cc(-c3cc(C)c(C)cc3O)n[nH]2)sc2c1CCCC2 | -6.7%[57.5 µM]
CC(O)CNc1nc2ccccc2n1CC(=O)NCC(F)(F)F (stereo not drawn) | -5.3%
Cc1cc(C)c2c(NC(=S)Nc3ccccc3)n[nH]c2n1 | -4.9%
NC(=O)CC(NC(=O)c1ccccc1)c1ccc(NCC2CC2)c([N+](=O)[O-])c1 (stereo not drawn) | u
CCOC(=O)/C(C#N)=C1\SS/C(=C(/C#N)C(=O)OCC)S1 | -3.0%[57.5 µM]
C=CCN1CCc2nc(N)sc2CC1 | -20.2%
COCC(=O)N1CCC(Oc2ccc(C(=O)NCCc3ccncc3)cc2)CC1 | 2.6%
S=c1[nH]nc(-c2ccc(Cl)cc2Cl)n1-c1ccc2c(c1)OCCO2 | -5.6%[57.5 µM]
O=S(=O)(c1ccc(F)cc1)N1CCN(c2ccccn2)CC1 | -7.9%
C/C(=N\NC(=S)Nc1ccccc1)C1Cc2ccccc2C(=O)O1 (stereo not drawn) | 22.1%[57.5 µM]
Cn1nc(C(=O)Oc2cc(=O)n(C)c3ccccc23)c2ccccc2c1=O | -12.5%
Cc1ccc(CC(Cc2nc3ccccc3[nH]2)c2nc3ccccc3[nH]2)cc1 (stereo not drawn) | 1.3%
O=C(NNS(=O)(=O)c1ccccc1F)c1cccc(S(=O)(=O)N2CCOCC2)c1 | -1.6%
S=C(Nc1ccccc1)Nc1nc2ccccc2n1CCOc1ccc(Cl)cc1 | -2.8%

Ordered by the number under ERK EGF inh (falling): some entries from above.
Structure | ERK EGF inh
Cc1cc(C)c(OCC(=O)Nc2cc(C(=O)O)cc(C(=O)O)c2)cc1C | 9.4%
CC(C)Oc1ccc(C(=O)Nc2ccc(N3CCCCC3)cc2)cc1 | -2.6%
O=S(=O)(c1ccc(F)cc1)N1CCN(c2ccccn2)CC1 | -7.9%

Further results follow:
Structure | ERK EGF inh
CCOc1ccc(-c2cc(N3C(=O)Nc4ccccc4N3O)n[nH]2)cc1 | 1.3%
CCOC(=O)c1ccc(NC(=S)N(CCCN(CC)CC)Cc2ccco2)cc1 | 2.7%
COc1ccc(NC(=O)CSc2nnc3n2CCCCC3)cc1 | 2.3%
COCCN(Cc1cc2cc(C)ccc2n2nnnc12)C(=S)Nc1cccc(C)c1 | 3.0%
CNCCC1Sc2ccccc2Oc2ccccc21 (stereo not drawn) | -1.3%
N#Cc1cccc(NC(=O)C2SC(=Nc3ccccc3)C(C(=O)N3CCOCC3)=C2N)c1 (stereo not drawn) | 3.3%
Cc1ccc(NC(Cc2cc(C)no2)c2ccccc2)cc1 (stereo not drawn) | -5.7%
COc1cc(-c2coc3cc(OCc4ccccc4)c(OC)c(O)c3c2=O)cc(O)c1OC | 0.1%
CCCOc1ccc(S(=O)(=O)NNC(=O)c2cc3ccccc3o2)cc1 | 7.5%
COc1ccc(-n2c(Cc3cccn3C)nnc2SCC(=O)Nc2ccccc2F)cc1 | 1.0%
C#CCOCCOCCOCCNc1nc(N2CCOCC2)nc(N2CCN(C(=O)[C@H](Cc3cc4ccccc4[nH]3)n3cc([C@@H](N)Cc4ccc(O)cc4)nn3)CC2)n1 | -4.0%[57.5 µM]
Cc1ccc(C(=O)Nc2ccc(N3CCN(S(C)(=O)=O)CC3)cc2)cc1C | 6.1%
COc1ccccc1S(=O)(=O)Nc1cc(S(=O)(=O)N2CCCCC2)ccc1N1CCOCC1 | -6.9%
CCN(CC)CCCC(C)n1c(-c2ccccc2)nc2c(NCCOC)nc(C)nc21 (stereo not drawn) | -7.4%
O=C(NCc1ccccc1Cl)c1ccccc1Oc1ccccc1 | -2.5%

(more compounds)
Structure | ERK EGF inh
CCc1cccc(CC)c1NC(=S)NCC(c1cccnc1)N1CCOCC1 (stereo not drawn) | 1.6%
COC(=O)c1c(NC(NC(=O)c2ccccc2)(C(F)(F)F)C(F)(F)F)sc2c1CCN(C)C2 | -8.0%
OC1CCCN(Cc2nc(Cc3ccccc3Cl)no2)C1 (stereo not drawn) | 23.3%
CN1CCN(c2ccc(Cl)cc2NC(=O)/C=C/c2ccc(F)cc2)CC1 | -1.0%
O=C(O)CN1CCN(Cc2ccc(F)cc2Cl)C1=O | u
CCOc1ccccc1NC(=O)NC(C)c1ccncc1 (stereo not drawn) | -16.2%[57.5 µM]
O=S(=O)(c1ccccc1)N1CCC2(CCN(C(c3ccccc3)c3ccccc3)CC2)CC1 | -12.3%
O=C(NC(=S)NCC1CCCO1)c1ccc(Cl)cc1Cl (stereo not drawn) | 0.2%
CCCCC(=O)NC(=S)Nc1cccc(NC(=O)c2ccco2)c1 | 11.9%
CN1CCN(c2ccc(Cl)cc2NC(=O)CCN2C(=O)c3ccccc3C2=O)CC1 | 9.7%
CCOc1ccccc1N1CCN(C(=O)/C=C/c2cccc([N+](=O)[O-])c2)CC1 | -6.4%
Cc1ccc(N2C(=O)c3ccccc3NC2C(C)Cc2ccc3c(c2)OCO3)cc1 (stereo not drawn) | 2.1%
C[C@@H]1CNCCN1S(=O)(=O)c1cccc2cnccc12 | -11.6%
CCOC(=O)C1(Cc2cccc(OC)c2)CCN(Cc2cccn2-c2nccs2)CC1 | -4.8%
O=C(Cc1ccc(Cl)cc1)NNC(=O)c1cnccn1 | 14.4%

Additional compounds follow:
Structure | ERK EGF inh
Cc1nn(CCC(=O)NNC(=S)Nc2ccc([N+](=O)[O-])cc2)c(C)c1[N+](=O)[O-] | 0.7%
O=C1OC(c2ccccc2)=NC12CC2c1ccc(Cl)cc1 (stereo not drawn) | u
CCOC(=O)C1(Cc2ccc(OC)cc2)CCN(C(=O)CCn2cccn2)CC1 | 0.5%[57.5 µM]
COc1ccc(OCC(=O)NC(=S)Nc2ccc(S(=O)(=O)Nc3cc(OC)nc(OC)n3)cc2)cc1 | 7.9%
CC1(C)CC(=O)C2=C(C1)N(c1ccc(F)cc1)C(=O)CC2c1cccnc1 (stereo not drawn) | 9.8%
CC(=O)N/C(N)=N/c1nc2cc([N+](=O)[O-])ccc2o1 | -13.4%[57.5 µM]
CCOC(=O)N1CCC(NC(=O)c2cc(S(=O)(=O)N3CCCCC3)ccc2F)CC1 | 1.3%
COc1ccc(/C=C/C(=O)NCC(=O)N2CCC(N(C)CCN3CCOCC3)CC2)cc1OC | -6.2%
CCOC(=O)NS(=O)(=O)c1ccc(CCNC(=O)c2cc(C)on2)cc1 | 8.9%
Cc1[nH]c2ccccc2c1SCc1nnc(SCc2ccc(Cl)cc2)n1C | u
Cc1ccccc1C(=O)NNC(=S)Nc1cccc(C(F)(F)F)c1 | 5.3%
CSc1nc2cc(C)nn2c(-c2ccccc2Cl)c1C#N | -6.4%[57.5 µM]
CN(C)c1cccc(C(=O)OCC(=O)Nc2ccccc2Cl)c1 | 0.3%
CCn1c(/C=C\c2ccccc2C)nc2ccccc2c1=O | -7.4%
O=C(O)COc1ccccc1/C=N/NC(=O)CNC(=O)c1ccc(F)cc1 | -12.1%[57.5 µM]

(cont.)
Structure | ERK EGF inh
Nc1ccc(C(=O)Oc2ccc([N+](=O)[O-])cc2)c(O)c1 | -15.1%[57.5 µM]
CNNCc1ccc(C(=O)NC(C)C)cc1 | -3.0%[25.7 µM]
CCN(CC)CCNC(=O)Cn1cnc2sc(C)c(S(=O)(=O)N3CCOCC3)c2c1=O | 3.4%
Cc1cc(OCCCCCNCCO)ccc1Cl | -17.1%
CCC1=C2CC[C@H]3C(=O)N(c4ccccc4)C(=O)[C@H]3[C@H]2[C@@]2(C)C(=O)N(Cc3ccccc3)C(=O)N2C1=O | 7.1%
O=C(CCC1CCCC1)N1CCC(N2CCCCCC2)CC1 | 0.8%
O=C(CSc1ncccn1)NC(=O)Nc1ccc2c(c1)OCCO2 | 1.7%
Cc1cccc(NC(=O)NNC(=O)c2c(Cl)c(C)nn2C)c1 | 5.4%
COc1ccc(CC(=O)NC(C)c2nnc(SCCC(=O)Nc3ccccc3)n2C)cc1 (stereo not drawn) | -2.1%
COc1ccc(NC(=O)CSc2c3c(nc4cc(Cl)ccc24)CCCC3)cc1OC | -19.3%
COC(=O)N1C/C=C\C(c2ccc(OC)cc2)N(Cc2ccc(F)cc2)C(=O)C1 (stereo not drawn) | -1.7%[57.5 µM]
c1ccc(CNCC2COc3ccccc3O2)cc1 (stereo not drawn) | 11.6%
CCC(C)NC(=S)NNC(=O)c1ccncc1 (stereo not drawn) | -2.6%
O=C(NCCN1CCc2ccccc2C1)Nc1ccc([N+](=O)[O-])cc1 | u
CCn1c(N2CCN(C(=O)NC3CCCCC3)CC2)nc2ccccc21 | 1.7%

Next entries
Structure | ERK EGF inh
O=C1NC(c2ccc(Cl)cc2)Nc2ccccc21 (stereo not drawn) | u
CCc1ccc(C(=O)NNc2cc(Cl)cc(Cl)c2)cc1 | -10.7%[57.5 µM]
CS(=O)(=O)N1CCC(C(=O)Nc2cccc([N+](=O)[O-])c2)CC1 | 9.0%
Cn1c(=O)[nH]c(=O)c2c1nc(Br)n2CCCO | -7.2%[57.5 µM]
Cc1sc2c(c1C)C(=O)NC(c1ccccc1F)N2 (stereo not drawn) | 0.1%[57.5 µM]
C=C(C)c1cccc(C(C)(C)NC(=O)N2CCN(c3ccccc3OC)CC2)c1 | -5.9%
COc1ccc(NC(=S)N2CCC(N(C)CCN3CCOCC3)CC2)cc1 | 2.7%
COc1ccccc1/C=C/C(=O)OCc1nc2ccccc2c(=O)[nH]1 | u
COc1cccc(CN2CCNC(=O)C2CC(=O)NCCn2ccc3ccccc32)c1OC (stereo not drawn) | -5.6%
O=C(c1cnccn1)N1CCC2(CC1)CCN(c1ncccn1)CC2 | 8.9%
Nc1nc(SCC(=O)Nc2ccc([N+](=O)[O-])cc2)n[nH]1 | -5.2%
NC(=O)COc1ccccc1 | -10.4%[57.5 µM]
O=C(CSc1nc2c(cnn2-c2ccc(F)cc2)c(=O)[nH]1)N1CCCCCC1 | -3.5%
O=C(OC(C(=O)Nc1cc(Cl)cc(Cl)c1)c1ccccc1)C1=COCCO1 (stereo not drawn) | -4.3%
Nc1nnc(SCn2nnc3ccccc3c2=O)s1 | -7.6%
CCCCC(=O)NC(=S)Nc1cccc(Cl)c1N1CCCCC1 | -1.9%

Source: PubChem BioAssay (National Center for Advancing Translational Sciences (NCATS))
